hcDAF12 agonist: H. contortus DAF-12 activation, primary screen | HEK293 hcDAF-12 lit1-tk-luc reporter, luminescence; 0% DMSO, 100% Δ7-dafachronic acid | activation, % at 6.8 µM | actives 1.4% (n = 370,000);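 active means activation above the mean of all tested compounds plus 3 SD, cut at about 5.5% in these data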;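 further: 100% = response to 3 µM Δ7-dafachronic acid high control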
DAX1 inh-1: blocks DAX1 repression of SF-1 activated StAR promoter; inhibition, % at 6.8 µM; actives 1.1% (n = 370,000); HEK293T StAR-luciferase reporter, SF-1/DAX-1 repression relief; AID 652010;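 active means inhibition above the mean over all tested compounds plus 3 SD, cut at about 3.6% in these data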;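 further: 0% = DAX-1 cells with DMSO and 100% = cells lacking DAX-1 with DMSO; higher inhibition means more luminescence from relief of DAX-1 repression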
GC-B act: GC-B (human) receptor activation; P20594; activation, % at 10 µM; actives 0.11% (n = 370,000); HEK293-GC-B cells, CNP EC30, cGMP TR-FRET; 0% at EC30 CNP, 100% saturating CNP;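 active means activation at 10 µM reaching about 35% in either raw or pattern-adjusted values, limit read from the data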
GAA850 FXN act: frataxin GAA850 promoter activation; AID 540364; actives 0.56% (n = 360,000); activation, % at 6 µM; HEK293 lucGAA850 FXN promoter luciferase reporter, 24 h; percent of 10 µM SAHA response;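 active means activation above the average of all compounds screened plus 3 SD, cutoff fixed separately per campaign, cut at about 7.5% in these data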;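 further: 0% = DMSO wells and 100% = 10 µM SAHA wells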
HGIII-sPLA2 inh: Blocks human group III sPLA2 activity | inhibition, % at 12.2 µM | actives 0.56% (n = 370,000) | Q9NZ20 | QFRET BODIPY PC-A2 liposome hydrolysis, fluorescence | AID 743126;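 active means inhibition above mean plus 3 SD of compounds lying within the high and low control bounds, cut at about 19% in these data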;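 further: 0% = median of test compound wells and 100% = no enzyme DMSO wells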
Target sequence (Q9NZ20 whole entry, looked up): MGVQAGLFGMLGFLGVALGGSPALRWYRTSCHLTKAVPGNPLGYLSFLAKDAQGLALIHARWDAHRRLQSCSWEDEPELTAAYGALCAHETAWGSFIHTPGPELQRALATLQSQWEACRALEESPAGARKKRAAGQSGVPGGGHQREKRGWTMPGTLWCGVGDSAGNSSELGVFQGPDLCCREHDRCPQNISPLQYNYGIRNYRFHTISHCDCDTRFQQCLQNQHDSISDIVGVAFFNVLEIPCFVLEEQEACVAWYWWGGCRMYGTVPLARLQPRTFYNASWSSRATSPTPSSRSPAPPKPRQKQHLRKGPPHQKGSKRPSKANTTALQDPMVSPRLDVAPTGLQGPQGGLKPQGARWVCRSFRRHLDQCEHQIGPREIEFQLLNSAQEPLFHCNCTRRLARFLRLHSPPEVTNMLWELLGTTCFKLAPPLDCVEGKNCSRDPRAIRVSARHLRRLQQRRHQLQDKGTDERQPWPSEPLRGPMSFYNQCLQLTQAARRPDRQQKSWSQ
GC-A act: GC-A (human) enzyme activation; activation, % at 10 µM; HEK293 GC-A cells, cGMP TR-FRET, EC30 ANP; 0% at EC30 ANP, 100% saturating ANP; actives 0.14% (n = 370,000); P16066; AID 1671463; in the data active means activation above about 40%
ssDAF12 agonist: activators of S. stercoralis DAF-12 nuclear receptor; activation, % at 6.8 µM; HEK293 ssDAF-12/GRIP1 lit1-tk-luc reporter, luminescence; % of 3 µM dafachronic acid response; actives 1% (n = 370,000); AID 652126;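 active means activation above the mean over all tested compounds plus 3 SD, cut at about 0.9% in these data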;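 further: 0% = DMSO-only wells and 100% = 3 µM delta7-dafachronic acid wells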
proKLK7 act: proKLK7 (human) activation, primary screen | P49862 | purified proKLK7, EDANS-DABCYL substrate fluorescence; 100% is mature enzyme control, 0% vehicle | activation, % at 7 µM | actives 0.9% (n = 370,000);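 active means activation above the mean of all tested compounds plus 3 SD, computed per campaign excluding outliers beyond control limits, cut at about 13% in these data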
Target sequence (P49862 whole entry, looked up): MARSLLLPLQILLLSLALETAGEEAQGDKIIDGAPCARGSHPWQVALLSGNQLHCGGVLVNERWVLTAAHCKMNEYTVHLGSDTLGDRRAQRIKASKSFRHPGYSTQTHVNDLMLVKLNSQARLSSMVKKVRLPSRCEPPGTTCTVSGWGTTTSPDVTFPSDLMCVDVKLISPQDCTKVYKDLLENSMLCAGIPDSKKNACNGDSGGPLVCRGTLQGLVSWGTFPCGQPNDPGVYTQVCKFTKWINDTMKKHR
DAX1 inh-2: NR0B1 (DAX1) inhibition; inhibition, % at 6.75 µM; AID 504766; actives 0.99% (n = 340,000); HEK293 Gal4-DAX1 luciferase reporter, luminescence; P51843;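 active means inhibition above the mean over all tested compounds plus 3 SD, cut at about 4.2% in these data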;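 further: 0% = DAX1-transfected cells with DMSO and 100% = empty-vector control cells with DMSO; inhibition shows as a rise in luminescence from relieved DAX1 repression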
Target sequence (P51843 207-470 limits assumed): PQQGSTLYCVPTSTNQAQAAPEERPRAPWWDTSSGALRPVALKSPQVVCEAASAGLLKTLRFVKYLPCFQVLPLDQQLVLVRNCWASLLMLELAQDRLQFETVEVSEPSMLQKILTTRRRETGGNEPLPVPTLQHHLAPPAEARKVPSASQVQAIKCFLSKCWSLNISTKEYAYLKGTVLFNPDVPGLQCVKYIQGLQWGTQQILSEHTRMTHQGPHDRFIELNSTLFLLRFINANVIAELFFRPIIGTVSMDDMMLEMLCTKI
hgDAF12 agonist: activates the H. glycines DAF-12 receptor ligand-binding domain. HEK293 GAL4-hgDAF12 UAS-luciferase reporter, agonist luminescence; normalized to butyrate control. actives 1.8% (n = 370,000). activation, % at 6.8 µM;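 active means activation above a cutoff set at the mean of all screened compounds plus 3 SD, cut at about 10% in these data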;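 further: 0% = DMSO wells and 100% = sodium butyrate wells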
SMARCA2 activ: SMARCA2 function activation, primary screen. MG213 cells, MMTV-luciferase reporter, dexamethasone, overnight. activation, % at 9.1 µM. actives 1% (n = 370,000); in the data active means activation above about 7.8%;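 further: 0% = vehicle wells and 100% = reference activator wells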
* hit, by the source's call; . = not tested or not shown; & = joins results of further samples.

SMILES | hcDAF12 agonist | DAX1 inh-1 | GC-B act | GAA850 FXN act | HGIII-sPLA2 inh | GC-A act | ssDAF12 agonist | proKLK7 act | DAX1 inh-2 | hgDAF12 agonist | SMARCA2 activ
Cn1c2c(c(=O)n(C)c1=O)CS(=O)c1ccccc1N2 (stereo unspecified) | 2.5 | 0.8 | -4 | . | 18 | -3 | -0.8 | -0.5 | . | 0.1 | -3
Cc1ccc(OCc2cc(C(=O)N3CCN(c4ccccc4)CC3)no2)cc1C | 3.9 | 5.8* | -3 | 5.4 | 4 | -4 | -0.1 | -0.1 | 3.7 | 13* | 13*
CCNC(=S)N1CCN(C(=O)c2ccco2)CC1 | -1.1 | 0.1 | 0 | -0.5 | 4 | -2 | -0.3 | 0.3 | 1.8 | -1.4 | 2
O=C1C2C3C=CC(CC3)C2C(=O)N1c1ccc2c(c1)OCO2 (stereo unspecified) | -0.5 | -0.2 | 1 | -0.8 | 5 | -1 | -1.4 | 0.2 | -0.1 | 0.5 | 3
NC(=O)c1c(N)sc2c1CCCC2 | 0.3 | -0.8 | 3 | 0.7 | 1 | -1 | -0.8 | -1.6 | 1.8 | 2.0 | 2
CCc1ccc(NC2Nc3cc(C)nn3S2)cc1 (stereo unspecified) | 4.1 | 4.8* | -3 | 6.4 | 24* | -2 | 0.5 | -1.0 | 3.5 | 19* | 8.1*
COc1ccc(NC(=O)C2C3CC/C=C\CCC32)cc1 (stereo unspecified) | 1.9 | 1.1 | 4 | 6.3 | -2 | 3 | -0.1 | 1.1 | 2.5 | 3.1 | 5
C=CCN(c1ccc(C(=O)Nc2cc(C)cc(C)c2)cc1)S(C)(=O)=O | -2.2 | -0.7 | 7 | -3.5 | 0 | 0 | -0.8 | 0.8 | 0.8 | -2.0 | -4
CC1(C)CC(=O)C=C(c2ccc(I)cc2)C1 | -0.5 | -1.1 | -7 | 0.5 | 0 | -2 | -1.1 | -0.6 | 0.5 | 3.1 | 3
CC(=O)NC1=C(N(C)C2CCS(=O)(=O)C2)C(=O)c2ccccc2C1=O (stereo unspecified) | -0.9 | -1.4 | 0 | -6.2 | 5 | -3 | -0.3 | -0.7 | -1.5 | -3.5 | -4
COCCCNS(=O)(=O)c1ccc(S(=O)(=O)N2CCCC2)cc1 | -1.8 | -0.4 | 7 | -2.2 | -4 | 1 | -0.9 | 0.5 | 0.1 | -2.0 | -2
COc1ccc(C2=[N+]([O-])C(C)(C)N(O)C2(C)C)cc1 | -0.9 | 1.0 | 2 | 0.4 | 3 | 0 | -0.7 | -0.1 | -0.7 | -0.5 | -1
Cc1ccc(C(=O)NCC(=O)N2CCCN(C)CC2)cc1C | 1.0 | -1.1 | -1 | -1.3 | 7 | 1 | -1.4 | 0.6 | 0.5 | 1.5 | -3
O=C(CO)N/N=C/c1cccc(Cl)c1Cl | 0.9 | 0.3 | -2 | 0.4 | 9 | -2 | -0.7 | 0.0 | -1.0 | -0.2 | -2
COc1ccc(N2CC(C(=O)N3CCN(C)CC3)CC2=O)cc1 (stereo unspecified) | 0.2 | -0.5 | 4 | 1.6 | -1 | -2 | -0.7 | 0.0 | 0.5 | 3.0 | 0
C/C(CC(=O)Nc1ccc(Cl)c(Cl)c1)=N\NC(=O)C(=O)N1CCCCC1 | -0.6 | 0.1 | -4 | 0.8 | -20 | -3 | -1.7 | -0.3 | 0.4 | -2.3 | 0
COc1ccc2oc(=O)cc(-c3cc4ccccc4o3)c2c1 | -1.9 | -0.6 | 2 | 1.2 | 1 | 1 | -1.1 | -0.7 | 0.1 | 0.7 | 3
O=C(NCCCCc1ccccc1)C1CC(c2ccc(C(F)(F)F)cc2)=NO1 (stereo unspecified) | -1.3 | -0.3 | -1 | 0.1 | 2 | 0 | -0.6 | -1.2 | 0.5 | -0.2 | 1
CN(C=O)c1ccc(CSc2ccccc2)cc1 | 5.5 | 0.7 | -9 | 3.0 | 2 | 4 | -0.7 | 0.3 | 0.1 | 12* | 4
CCC1(c2cccc(Cl)c2)NC(=O)N(Cc2cc(C(=O)OC)c(C)o2)C1=O (stereo unspecified) | -2.5 | -1.0 | . | -11 | -10 | . | -1.5 | 1.0 | -0.4 | -4.0 | -4
CCC(Sc1nc(C)cc(=O)[nH]1)C(=O)Nc1nnc(C)s1 (stereo unspecified) | 0.3 | 0.2 | 6 | 0.9 | -3 | 4 | -0.9 | 0.7 | 0.2 | 0.3 | 4
COc1cc2[nH]c3c(=O)n(CCN(C(C)C)C(C)C)cnc3c2cc1OC | -0.9 | 1.9 | -2 | -1.4 | -3 | 2 | -1.2 | 6.2 | 1.0 | -0.5 | -4
O=C(NCc1ccc2c(c1)OCO2)c1ccncc1 | -0.5 | 0.1 | 2 | 2.2 | 4 | 1 | -0.3 | -0.2 | 0.9 | -1.8 | 4
COc1cc(C(=O)NC(=S)N(C)Cc2ccccc2)cc(OC)c1OC | -1.4 | -0.8 | -5 | 4.4 | 7 | -1 | -1.6 | 0.4 | . | 2.3 | 1
Cc1onc(-c2ccccc2)c1C(=O)NCC1CCN(C(=O)C(=O)c2cccs2)CC1 | -1.3 | 0.8 | 5 | . | 1 | 1 | -1.2 | 0.0 | . | 3.8 | -5

Remaining list, next part
SMILES | hcDAF12 agonist | DAX1 inh-1 | GC-B act | GAA850 FXN act | HGIII-sPLA2 inh | GC-A act | ssDAF12 agonist | proKLK7 act | DAX1 inh-2 | hgDAF12 agonist | SMARCA2 activ
O=C(Nc1nc(-c2ccccn2)cs1)c1ccco1 | -6.1 | -0.9 | 5 | -2.0 | 20* | 1 | -2.9 | -1.4 | 1.3 | -9.5 | -13
Nc1nc(-c2ccc3c(c2)CCCC3)c(CC(=O)O)s1 | 1.2 | -0.1 | -4 | 1.8 | 0 | 0 | -0.2 | 0.8 | 2.0 | 2.0 | 0
C/C(N)=C(/C#N)C(=O)COC(=O)CCCNC(=O)c1ccc(Cl)cc1 | -1.1 | 0.2 | -8 | 0.9 | 9 | 2 | -0.2 | -0.5 | 3.8 | -0.1 | -2
CCc1ccc(NC(=O)C(CC)Sc2nc3ccsc3c(=O)n2CCC(=O)O)cc1 (stereo unspecified) | 0.5 | -0.6 | 0 | -1.6 | -1 | 3 | -1.0 | 0.5 | 0.4 | -0.5 | -3
CC(=O)c1cccc(NC(=O)C2CCN(S(=O)(=O)c3ccc(F)cc3)CC2)c1 | -0.8 | -0.7 | -7 | -0.4 | -16 | -6 | -0.9 | 0.4 | -1.3 | 1.9 | -1
S=c1[nH]nc(-c2ccco2)n1-c1ccc(Br)cc1 | -1.4 | -0.7 | 0 | 1.7 | 16 | -8 | -0.5 | -0.1 | -0.4 | -0.4 | -1
O=C(c1ccco1)N1CCN(CCCCOc2ccc(F)cc2)CC1 | -2.5 | 0.3 | 7 | 2.4 | -7 | 3 | -1.3 | 0.2 | -0.1 | 0.9 | -4
Oc1ccc(CNc2ccccc2F)c2cccnc12 | 2.5&-1.1 | -1.2&-0.7 | -2&4 | 0.1&1.6 | 1&5 | 22&18 | -0.6&-0.8 | 0.0&0.6 | 1.4 | -0.2&0.9 | -2&-5
CC(C)(C)OC(=O)N1CCC(CC2CC(c3ccncc3)=NO2)(C(=O)O)CC1 (stereo unspecified) | -1.0 | 0.4 | 5 | -0.3 | 10 | -1 | -1.1 | 0.2 | 0.6 | 0.7 | -1
COc1ccc(NC(=O)CN(C)C(=O)CSCc2c(C)noc2C)cc1 | -1.4 | 0.1 | 1 | 0.1 | 10 | 0 | -1.0 | 0.7 | -1.3 | -0.6 | 0
Cc1ccc(C)c(C(=O)OCC(=O)Nc2ccc(N3CCOCC3)cc2)c1 | -0.6 | -1.6 | -1 | -1.9 | 13 | -1 | -1.0 | -0.8 | 0.3 | 4.1 | -2
COc1ccc(C(=O)Nc2ccc(O)c3ccccc23)cc1 | 4.5 | -0.7 | -1 | -3.0 | -5 | 2 | 0.5 | 0.8 | 3.5 | 1.3 | -3
COC(=O)[C@]1(C#N)CC(=O)N(C)[C@@H]1c1ccccc1 | 1.8 | 1.4 | -8 | . | 5 | 2 | -0.6 | -0.3 | . | 4.7 | -5
COc1ccc(NC(=O)c2cc(-c3cc(Cl)ccc3C)n[nH]2)cn1 | -3.5 | -0.2 | 0 | 2.4 | 6 | 1 | -1.5 | 0.8 | . | 3.2 | -1
C=CCOc1ccc(/C=C2/C(=O)ON=C2C)cc1OC | -0.2 | -0.3 | 23 | 3.1 | 0 | 41* | -1.4 | -0.6 | 0.4 | 0.4 | 0
COc1ccc(C2NC(=O)c3ccccc3O2)cc1OC (stereo unspecified) | -1.3 | -0.3 | 3 | 1.6 | 4 | 6 | -1.0 | -2.9 | 0.3 | -3.0 | 1
CN(c1ccccc1)S(=O)(=O)c1ccc2c(c1)oc(=O)n2C | -1.4 | 0.7 | 4 | 0.1 | 10 | 2 | -1.0 | -0.5 | 0.1 | -3.9 | -3
CCCCC(=O)Nc1cc(N(C)C)nc2ccccc12 | -0.7 | 0.0 | 0 | -0.6 | 6 | 15 | -1.3 | -3.5 | 1.4 | -2.8 | -1
COc1cc(/C=C(/C#N)C(=O)NCCc2c[nH]c3ccccc23)ccc1OCc1ccccc1F | -0.2 | -0.5 | 1 | -2.6 | -2 | -17 | -1.1 | 0.6 | 0.5 | 0.7 | -2
CCOc1cc2[nH]c(=O)n(CCCCC(=O)N3CCCCCC3)c(=O)c2cc1OCC | -1.0 | -0.4 | 3 | 2.1 | -2 | 0 | -1.4 | -0.2 | -0.2 | -1.4 | -1
CCOC(=O)CN1CC23C=CC(O2)C(C(=O)NCc2ccc(F)cc2)C3C1=O (stereo unspecified) | 1.2 | -1.4 | 1 | -0.2 | 1 | 3 | -1.3 | -0.1 | 2.3 | 1.0 | 2
O=C(CSc1ccc(-c2ccccn2)nn1)c1ccc(F)cc1 | -0.4 | 0.6 | -2 | 0.5 | -3 | 3 | -1.9 | -0.3 | -0.4 | 5.0 | -2
O=C(CNC1=NCCC1)c1ccc(Cl)cc1 | 0.5 | -0.1 | -2 | 2.8 | -6 | -3 | 0.6 | 0.0 | -0.7 | 3.8 | 0
CCc1noc(C)c1C(=O)Nc1cccc(S(=O)(=O)N(C)c2ccccc2)c1 | -0.3 | -2.4 | 0 | 1.6 | -14 | -3 | -1.1 | 0.2 | -1.5 | 0.0 | 0
CC(c1ccccc1)N1C(=O)c2cccnc2C1=O (stereo unspecified) | -0.3 | -0.4 | 1 | -1.1 | -2 | -1 | -0.9 | -0.3 | 1.4 | 0.0 | 0
CC(C)Oc1ccc(Cn2c(=O)sc3ccccc32)cc1 | -1.5 | -1.1 | 5 | 0.7 | 4 | 2 | -1.2 | -0.4 | -0.2 | 3.4 | 1
Cc1cc(OCCCC(=O)Nc2nnc(C3CC3)s2)ccc1Cl | -0.8 | 0.6 | -2 | 0.0 | -1 | 1 | -0.7 | 0.8 | -0.1 | -2.3 | -1

Screens from PubChem BioAssay.
